# Source: PubChem BioAssay (several laboratories)
# phage Ecoli inh: E. coli growth loss with phage present; growth absorbance; inhibition, % at 11.9 µM; 360,000 compounds, 0.26% hits; AID 651602; in the data active = inhibition above about 11%
# HTR5A ag: counter-screen for OPRM1-OPRD1 agonists: human HTR5A agonism | 340,000 compounds, 0.61% hits | P47898 | HTR5A agonist assay, luminescence, cell-based | AID 504692 | activation, % at 9.3 µM; in the data active = activation mostly above about 9.5%, no sharp cut-off; inactive = mostly below about 7.6%;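 note: 0% = cells with vehicle only and 100% = reference agonist; strong numbers were not always called active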
# Target sequence (P47898 whole entry, looked up): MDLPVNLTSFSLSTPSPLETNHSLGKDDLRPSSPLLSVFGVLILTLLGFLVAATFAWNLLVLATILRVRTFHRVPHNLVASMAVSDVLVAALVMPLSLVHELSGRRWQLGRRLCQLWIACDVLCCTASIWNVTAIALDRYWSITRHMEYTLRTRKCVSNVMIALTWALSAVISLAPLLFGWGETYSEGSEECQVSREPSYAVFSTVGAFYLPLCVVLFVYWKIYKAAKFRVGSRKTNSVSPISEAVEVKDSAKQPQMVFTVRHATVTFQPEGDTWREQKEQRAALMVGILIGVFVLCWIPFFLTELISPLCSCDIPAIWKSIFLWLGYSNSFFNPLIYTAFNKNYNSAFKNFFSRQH
# PfHsp90 yeast 2: growth inhibition of yeast expressing Plasmodium Hsp90; AID 504621; S. cerevisiae expressing PfHsp90, BacTiter-Glo ATP, 48 h; yeast lacking PDR1 and PDR3 efflux regulators; inhibition, % at 9.4 µM; 310,000 compounds, 0.32% hits;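 active = every replicate shows inhibition above about 80%, whatever the replicate mean, limit read from the data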;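 note: 0% = DMSO neutral controls and 100% = 20 µM radicicol positive controls; yeast relying on Plasmodium falciparum Hsp90 in place of its own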
# Ecoli viability: bacterial growth inhibition, counter-screen for AddAB inhibitors. AID 449728. 330,000 compounds, 0.27% hits. E. coli V3065 growth, OD600 absorbance, 18 h. inhibition, % at 11.9 µM;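 active = inhibition above the campaign's mean inhibition across all tested compounds plus 3 SD, cut at about 9.9% in these data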;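 note: uninfected addAB+ strain grown without phage in ampicillin broth; 0% = DMSO wells and 100% = ciprofloxacin 0.95 µg/ml wells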
# OPRM1-OPRD1 ag: OPRM1-OPRD1 heterodimerization agonism; cells, luminescence; activation, % at 9.3 µM; 340,000 compounds, 0.3% hits; in the data active = activation above about 18%;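 note: 0% = vehicle-treated cells and 100% = reference agonist; values of inactives mirror those of a sister screen read the other way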
# Target sequence (P35372 whole entry, looked up): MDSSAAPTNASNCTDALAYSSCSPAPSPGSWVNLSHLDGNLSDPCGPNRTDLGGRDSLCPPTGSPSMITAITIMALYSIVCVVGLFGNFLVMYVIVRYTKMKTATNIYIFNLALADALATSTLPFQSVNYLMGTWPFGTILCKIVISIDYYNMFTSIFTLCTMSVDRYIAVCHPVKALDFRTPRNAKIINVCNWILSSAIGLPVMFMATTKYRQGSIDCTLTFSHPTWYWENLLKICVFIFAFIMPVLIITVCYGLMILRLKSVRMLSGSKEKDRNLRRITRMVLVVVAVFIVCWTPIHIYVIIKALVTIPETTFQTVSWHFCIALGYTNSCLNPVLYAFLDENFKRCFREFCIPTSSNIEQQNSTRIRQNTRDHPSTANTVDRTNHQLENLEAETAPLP
# Target sequence (P41143 whole entry, looked up): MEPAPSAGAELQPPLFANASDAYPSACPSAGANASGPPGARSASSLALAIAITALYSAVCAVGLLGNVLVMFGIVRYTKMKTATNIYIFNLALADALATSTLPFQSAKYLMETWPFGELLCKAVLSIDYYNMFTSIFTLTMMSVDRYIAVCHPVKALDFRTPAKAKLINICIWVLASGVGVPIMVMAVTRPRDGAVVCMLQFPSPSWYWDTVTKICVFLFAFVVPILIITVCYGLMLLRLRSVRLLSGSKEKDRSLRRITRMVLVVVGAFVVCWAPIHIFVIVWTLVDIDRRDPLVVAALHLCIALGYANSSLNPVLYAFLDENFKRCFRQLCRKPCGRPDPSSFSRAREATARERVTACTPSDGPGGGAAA
# DSG3 Ab inh: inhibitors of pemphigus antibody binding to human desmoglein-3. P32926. DSG3-coupled beads, scFv-anti-DSG3-GFP binding, flow cytometry; active compounds read low. binding (percent of control), % at 10 µM. 310,000 compounds, 0.48% hits. AID 588358;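 active = binding more than 3 SD below its plate's average and above zero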;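 note: hits lower antibody fragment binding to DSG3; some compounds called inactive have numbers as strong as hits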
# PKA-R1A act: PKA-R1A complex activation. AID 504707. PKA-R1A dissociation, Cy5-IP20 fluorescence polarization; scaled: DMSO 0%, 113 µM cGMP 100%. P00514+P68181. activation, % at 11.4 µM. 340,000 compounds, 0.083% hits;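 active = percent activation above the mean of all tested compounds plus 3 SD, cut at about 19% in these data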;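 note: higher means more PKAc released from R1A so a rise in polarization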
# HTR5A inv ag: HTR5A inverse agonism, opioid heterodimer counter-screen | P47898 | HTR5A cell line, luminescence | inhibition, % at 9.3 µM | 340,000 compounds, 0.083% hits | AID 504634; in the data active = inhibition mostly above about 23%, no sharp cut-off; inactive = mostly below about 18%;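 note: 0% = cells with DMSO and 100% = no-cell wells with DMSO; some compounds called inactive have numbers as strong as hits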
# AddAB inh: less growth of phage-infected E. coli with AddAB; inhibition, % at 11.9 µM; E. coli expressing H. pylori AddAB, absorbance growth; 330,000 compounds, 0.29% hits; AID 435030; in the data active = inhibition above about 12%;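 note: 0% = vehicle wells of infected cells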
# MOR-DOR inv ag: inverse agonist of human OPRM1-OPRD1 heterodimerization; AID 504357; cell-based MOR-DOR heterodimer luminescence, inverse agonism; 340,000 compounds, 0.21% hits; P35372+P41143; inhibition, % at 9.3 µM; in the data active = inhibition above about 22%, passing the limit was not always enough;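 note: 0% = cells with DMSO and 100% = wells without cells with DMSO; values of inactives mirror those of a sister screen read the other way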
# Mot1-301 SUMO: blocks SUMOylation pathway, rescuing yeast Mot1-301 growth; growth rescue, % at 18.8 µM; S. cerevisiae Mot1-301 growth rescue, ATP luminescence, 38.5C; percent above DMSO median, 100 means doubled; 320,000 compounds, 1% hits;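 active = every valid replicate shows activation above 250% relative to neutral control wells; inactive = the rest, any valid replicate at or below 250%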;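 note: OY570 slx delta 5 strain wells were the positive control but not used for scaling; some compounds called inactive have numbers as strong as hits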
# Starred values were filed as active, the others as inactive; . = no result given.
nr	Molecule	phage Ecoli inh	HTR5A ag	PfHsp90 yeast 2	Ecoli viability	OPRM1-OPRD1 ag	DSG3 Ab inh	PKA-R1A act	HTR5A inv ag	AddAB inh	MOR-DOR inv ag	Mot1-301 SUMO
1	CSc1nc(N)nc2c1ncn2CC(=O)NCCCc1ccccc1	0.6	.	-4	-1.6	.	106	-8	.	2.5	.	-17
2	CCC(CC)C(=O)Nc1cc(C)c2c(=O)oc3ccccc3c2n1	2.7	2	-16	0.4	6.2	100	-3	-5	-0.1	-37	4
3	Cc1ccc(S(=O)(=O)N(C)Cc2ccc(C(=O)NN=C3C4CC5CC(C4)CC3C5)cc2)cc1	2.4	3	20	0.6	8.3	102	0	14	4.8	-44	-19
4	Cc1ccc(S(=O)(=O)N(C)C)cc1NC(=O)c1ccc(-n2cncn2)c([N+](=O)[O-])c1	5.5	4	24	1.4	-0.3	101	1	-2	2.6	1	15
5	CCSc1nc(-c2cccs2)nc2ccccc12	-1.9	1	-6	2.0	1.1	105	0	-4	1.9	-6	222
6	COC(=O)c1cc(COc2ccc3oc(C)c(C(=O)OC(C)C)c3c2)c(C)o1	0.7	-3	-7	0.1	6.6	.	-1	7	4.8	-28	-24
7	N#CCSc1nnc(-c2cnccn2)n1Cc1ccccc1	-1.9	-2	.	-1.7	-3.2	100	-9	-10	-2.5	18	-10
8	CCCC[C@H]1COCCS(=O)(=O)N1Cc1cccc(Cl)c1	2.7	-7	10	-1.7	3.8	111	-4	18	1.8	-21	-7
9	COc1ccc(C2NC(=S)NC(C)=C2C(=O)Nc2ccccn2)cc1OC (stereo not given)	3.3	10	-7	0.0	-0.1	128	12	-20	3.1	1	6
10	Cc1ccc(C(CC(=O)c2ccco2)SCCO)cc1 (stereo not given)	-1.6	-4	-24	-2.3	-2.4	96	0	-56	-0.7	15	.
11	Nc1c(/C=C2\C=Nc3ccccc32)c(=O)nc2sc(CC(=O)N3CCOCC3)nn12	-0.9	3	-29	2.5	-3.3	98	11	3	4.2	17	-20
12	Cc1ccc(S(=O)(=O)NCCOC(=O)Nc2sc(=S)n(C)c2C)cc1	2.8	0	-35	0.1	-0.3	98	-2	20	2.3	2	63
13	CS(=O)(=O)c1ccc(Cl)c(NC(=O)C2CC(=O)N(Cc3ccco3)C2)c1 (stereo not given)	3.4	6	.	-0.6	0.6	103	-11	-18	-0.2	-4	3
14	COC(=O)C1=C(C)Nc2nc3ccccc3n2C1c1cc(OC)c(OC)c(OC)c1 (stereo not given)	1.2	.	.	-4.0	.	101	.	.	3.3	.	-4
15	CCOCCCNC(=O)C1c2ccccc2Oc2ccccc21	-0.8	3	-1	0.9	-3.8	95	-1	-9	1.6	17	2

nr	Molecule	phage Ecoli inh	HTR5A ag	PfHsp90 yeast 2	Ecoli viability	OPRM1-OPRD1 ag	DSG3 Ab inh	PKA-R1A act	HTR5A inv ag	AddAB inh	MOR-DOR inv ag	Mot1-301 SUMO
16	COc1cc(/C=C2\SC(=Nc3ccccc3)NC2=O)cc(Cl)c1O	-1.4	0	-9	-1.7	-1.7	96	4	1	1.0	10	112
17	CN(CC(=O)Nc1ccc(F)cc1)C(=O)CN1C(=O)c2cccc([N+](=O)[O-])c2C1=O	5.3	-1	4	1.6	-1.4	97	0	-4	-0.6	6	-8
18	Nc1nnc(SCc2cn3cc(Cl)ccc3n2)s1	3.2	2	4	-0.3	-1.6	98	7	-6	0.7	8	-1
19	COc1ccc(Cl)cc1NC(=O)CN1c2ccccc2CC1C (stereo not given)	4.2	6	-5	1.4	3.4	110	-1	12	3.5	-18	8
20	CC(=O)Nc1ccc(S(=O)(=O)NNC(=O)NC23CC4CC(CC(C4)C2)C3)cc1	3.8	0	5	1.0	-0.2	94	-11	2	3.3	1	-2
21	Cc1nc(SCc2cccc(F)c2)[nH]c(=O)c1C#N	2.2	-1	.	-0.2	-0.5	98	-7	0	-0.8	3	-15
22	COc1ccc2[nH]c3c(c2c1)CCN1C(=O)C(CC(=O)NCc2ccco2)C[C@H](C(=O)N2CCOCC2)[C@@]31CCC1CCCC1 (stereo not given in full)	3.4	1	-26	-1.4	-3.7	99	-10	-3	-1.4	18	.
23	CC(=O)NS(=O)(=O)c1ccc(NC(=O)CC23CC4CC(CC(Br)(C4)C2)C3)cc1	-2.2	0	34	-0.9	-0.1	.	4	0	2.3	1	1
24	COc1ccc(-c2ccnc3[nH]n(-c4ccccc4)c(=O)c23)cc1	0.7	5	-23	-1.2	-1.3	87*	8	-2	3.3	7	-23
25	c1ccc(Cn2cc(CN3CCCCO3)c(-c3ccc4c(c3)OCO4)n2)cc1	2.9	4	-10	2.2	0.8	111	-2	-24	0.2	-4	637
26	COC(=O)C1=C(C)NC(=O)NC1c1ccc2ccccc2c1 (stereo not given)	0.7	3	3	0.1	-0.7	124	-2	-9	2.1	3	-3
27	O=c1c2ccccc2nnn1CSc1ccc2c(c1)OCCO2	0.4	-1	62	2.8	-3.4	.	-6	-9	3.0	21	6
28	O=C(NCC(=O)N1CCN(c2ccc(C(F)(F)F)cn2)CC1)c1ccc(Br)o1	1.4	6	2	1.1	0.8	105	8	10	-0.5	-3	0
29	COC(=O)c1cnc2c(c1C(=O)OC)c(=O)n(C)c(=O)n2C	4.0	-2	-22	-1.1	-1.6	101	-2	6	-0.5	9	-14
30	Cc1ccc(-c2nnc(NCc3nc4ccccc4[nH]3)c3ccccc23)cc1S(=O)(=O)N(C)C	2.3	1	15	0.4	1.3	116	-2	9	0.9	-7	-10

nr	Molecule	phage Ecoli inh	HTR5A ag	PfHsp90 yeast 2	Ecoli viability	OPRM1-OPRD1 ag	DSG3 Ab inh	PKA-R1A act	HTR5A inv ag	AddAB inh	MOR-DOR inv ag	Mot1-301 SUMO
31	CC1CC(C)CN(CC(=O)N2CCCc3c2c(=O)oc2ccc(OCc4ccccc4)cc32)C1 (stereo not given)	1.0	7	30	3.6	4.7	102	0	-2	6.9	-28	.
32	COc1ccc(OC2C(=O)N(Cc3ccc4c(c3)OCO4)C2c2sccc2C)cc1 (stereo not given)	0.1	-1	13	-0.2	0.0	131	-2	-4	0.3	0	28
33	CCOc1ccccc1NC(=O)C(=O)NCCC1=CCCCC1	2.9	2	-15	0.7	3.4	103	4	-7	-1.3	-17	10
34	CC(Sc1ncnc2sccc12)C(=O)Nc1ccc(C(N)=O)cc1 (stereo not given)	3.6	0	-29	-0.4	-0.5	.	-2	-58	4.4	2	-2
35	COc1ccc(-c2nnn(Cc3ccccc3)n2)cc1OC	0.2	-1	-17	-2.5	-3.7	111	-4	3	2.4	19	9
36	Cc1ccc(/C=N/NC(=O)c2nnn(-c3nonc3N)c2CN(C)C)s1	0.9	0	9	-1.4	-1.3	95	-15	-2	-0.6	7	-8
37	COc1cnn(-c2ccc(C)cc2)c(=O)c1SCc1ccccc1	3.8	3	-20	1.2	-1.0	109	-3	-5	-6.2	6	344
38	CC(C)NC(=S)Nc1ccc(S(=O)(=O)Nc2ncccn2)cc1	2.5	5	-8	0.6	-2.5	148	-7	-7	2.5	14	7
39	Nc1c(C(=O)OCC(=O)Nc2cccc([N+](=O)[O-])c2)[nH]c(=O)[nH]c1=O	.	1	.	-1.9	-2.3	84	-4	-4	-2.1	12	-31
40	Cc1nn2c3ccccc3n(CC(=O)c3cccs3)c2nc1=O	2.3	-3	14	0.6	-1.4	94	-1	7	0.2	8	-8
41	COc1cc(CN2CCN(c3cccc(Cl)c3)CC2)cc(OC)c1OC	1.7	0	0	-2.4	-1.3	95	-9	-20	-0.4	7	30
42	Cc1cccc(OCC(O)Cn2c(NCCCOC(C)C)nc3c2c(=O)[nH]c(=O)n3C)c1 (stereo not given)	3.1	0	-14	1.5	-1.0	.	-3	-1	4.5	4	1
43	Cc1ccc(S(=O)(=O)N(C)C)cc1NC(=O)COC(=O)CCC(=O)c1ccc(F)cc1	5.0	2	-9	0.1	-2.3	82	4	14	-2.4	12	4
44	COc1cc(/C=C2\CCOC2=O)cc(OC)c1OC	1.0	1	8	-0.1	-2.5	95	4	-4	-1.8	13	17
45	COc1ccc(C(=O)Nc2ccc(S(=O)(=O)NC(C)=O)cc2)cc1	3.4	5	.	-1.7	-1.4	96	0	-2	2.2	7	-1

nr	Molecule	phage Ecoli inh	HTR5A ag	PfHsp90 yeast 2	Ecoli viability	OPRM1-OPRD1 ag	DSG3 Ab inh	PKA-R1A act	HTR5A inv ag	AddAB inh	MOR-DOR inv ag	Mot1-301 SUMO
46	C/C(=N\Nc1ccccn1)c1ccc(Br)s1	-1.9	.	.	-2.9	.	110	.	.	-4.2	.	10
47	CCCCCNC(=O)Cc1ccc(OC)cc1	2.6	4	7	-0.8	-3.1	105	-10	-16	0.7	13	2
48	CCCCC/C=N/NC(=O)c1[nH]c2ccc([N+](=O)[O-])cc2c1C	1.6	6	-6	-0.6	2.2	.	2	-14	-3.5	-11	20
49	COc1cccc(N2CC(NS(=O)(=O)c3ccc4ccccc4c3)CC2=O)c1 (stereo not given)	3.4	0	.	0.2	-0.4	103	-10	-1	0.3	2	23
50	CC1(C)OC(=O)C(=C2CCCN2)C(=O)O1	1.7	-5	1	-2.2	-1.8	102	-8	14	-0.1	10	13
51	CCOC(=O)CSc1nc2c(c(=O)n(C)c(=O)n2C)n1CCCc1ccccc1	1.6	1	24	.	-2.5	111	-6	-2	.	14	.
52	CCOC(=O)c1cc2c(=O)[nH]ccc2nc1C	0.3	-4	24	-1.6	2.5	99	3	8	5.0	-15	145
53	Cc1ccc2nc(Nc3ncc4c(n3)CC(C)(C)CC4=O)nc(C)c2c1	1.8	-1	-29	3.0	-1.8	104	4	-16	1.9	9	2
54	COCCOC(=O)C1=C(C)NC2=C(C(=O)CC(C)(C)C2)C1c1ccc2c(c1)OCO2 (stereo not given)	2.4	4	-41	-2.2	-0.4	102	1	2	0.2	2	-4
55	Cc1ccc(-c2cc(C(=O)NCc3cnn(C)c3C)c3cc(Br)ccc3n2)cc1	0.2	2	-56	-2.1	0.8	.	-4	7	-0.2	-4	22
56	CCOC(=O)c1nc(C)[nH]c1C(=O)OCC	3.2	9	-41	-0.5	0.0	99	8	-22	3.4	0	-6
57	O=C(Nc1ccc(-n2cnnn2)cc1)C1CCCN1C(=O)NC1CCCCC1 (stereo not given)	1.7	3	.	-0.9	-0.6	104	-5	-17	-0.8	3	105
58	COc1ccccc1NS(=O)(=O)c1ccc(C)c(C(=O)NCCCN2CCCC2=O)c1	2.1	-3	7	0.9	-0.8	105	-1	8	2.4	4	-4
59	CC(/C=C/c1ccccc1)=N/NC(=O)c1cccc(Br)c1	1.7	0	-13	-3.7	0.3	100	-6	0	0.1	-2	.
60	O=S(=O)(c1cc(Br)ccc1Br)N1CCCCCC1	1.0	1	3	-2.6	6.4	116	-9	-4	3.8	-52	108
61	CCOc1cc(N2CCOCC2)c(OCC)cc1NC(=O)COC(=O)C1CCCN1S(=O)(=O)c1ccccc1F (stereo not given)	-0.4	-3	23	-2.9	-1.4	107	-5	8	1.4	6	-23
62	Cn1c(=O)c2c(ncn2CC(=O)Nc2ccc(Cl)cc2Cl)n(C)c1=O	1.1	.	7	0.8	.	.	-4	.	-0.3	.	-9
63	COCCn1c(SCC(=O)c2ccc3c(c2)OCCO3)nnc1-c1ccoc1C	3.0	3	-5	-0.6	-1.9	.	8	-24	-2.2	11	.
